# Screening data: PubChem BioAssay, several laboratories
# STEP block – blocks human striatal-enriched tyrosine phosphatase. P54829. recombinant STEP, OMFP fluorogenic substrate, fluorescence. inhibition, % at 20 µM. 360,000 tested, 0.25% active. AID 588621;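 active means inhibition at 20 µM, scaled per plate between control wells, above about 37%, limit read from the data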;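 further: 0% = DMSO with enzyme and substrate and 100% = substrate only without enzyme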
#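 material = STEP tyrosine phosphatase | reagent = fluorogenic phosphatase substrate OMFP at 25 µM final | doses = single compound dose of 20 µM, 1% DMSO final | schedule = 20 min reaction, room temperature, in the dark | measured by = fluorescence, 480/540 nm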
# LMPTP inh – blocks human LMPTP phosphatase | P24666 | recombinant LMPTP-A, OMFP fluorogenic substrate, fluorescence intensity | inhibition, % at 20 µM | 360,000 tested, 0.22% active | AID 651560;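 active means compounds that cut the enzyme signal by at least half of the control window in the single-dose screen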;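 further: plate controls were DMSO wells with enzyme plus substrate for no effect and substrate without enzyme for full effect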
# Target sequence (P24666 whole entry, looked up): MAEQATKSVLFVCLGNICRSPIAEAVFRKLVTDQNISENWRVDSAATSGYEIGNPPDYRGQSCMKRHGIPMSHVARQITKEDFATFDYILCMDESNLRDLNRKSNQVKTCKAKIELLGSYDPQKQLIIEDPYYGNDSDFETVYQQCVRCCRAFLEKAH
#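 Assay system: LMPTP-A enzyme. Input: 0.625 nM LMPTP-A final. Probe or stimulus: 400 µM OMFP. Compound dosing: single 20 µM dose. Schedule: 50 min dark incubation at room temperature. Detection: fluorescence intensity of OMFP turnover product. Read-out: percent inhibition versus substrate-only and uninhibited controls. Benchmarks: no-enzyme low control, uninhibited high control.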
# MsrA inhibitor – inhibitors of bovine MsrA | 360,000 tested, 0.75% active | purified bovine MsrA, absorbance read-out | inhibition, % at 15.5 µM; in the data active means inhibition above about 4.5%;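 further: 0% = vehicle wells with enzyme and 100% = reference inhibitor wells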
# SUMO1 PPI mod – alters human SUMO1 binding to SIM partners; inhibition, % at 20 µM; 360,000 tested, 0.33% active; P63165; SUMO1 binding to a labelled peptide, TR-FRET, 1 h; in the data active means inhibition above about 37%
# Target sequence (P63165 whole entry, looked up): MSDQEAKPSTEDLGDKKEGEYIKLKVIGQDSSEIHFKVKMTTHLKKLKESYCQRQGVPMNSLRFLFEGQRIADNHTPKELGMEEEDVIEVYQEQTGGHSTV
# NadD block – NadD (S. aureus) enzyme inhibition. purified NadD enzyme, colorimetric absorbance read-out. inhibition, % at 20 µM. 360,000 tested, 0.78% active; in the data active means inhibition above about 26%; further: some compounds past the cut are filed as inactive
# Scp1 inh – Scp-1 (human) phosphatase inhibition; Q9GZU7; Recombinant Scp1, phosphopeptide, malachite green phosphate absorbance; inhibition, % at 20 µM; 340,000 tested, 0.88% active; AID 493091;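 active means inhibition above about 50% at 20 µM, limit read from the data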;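 further: plate controls were DMSO wells with enzyme for no effect and wells lacking enzyme for full effect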
# Target sequence (Q9GZU7 76-261 limits assumed): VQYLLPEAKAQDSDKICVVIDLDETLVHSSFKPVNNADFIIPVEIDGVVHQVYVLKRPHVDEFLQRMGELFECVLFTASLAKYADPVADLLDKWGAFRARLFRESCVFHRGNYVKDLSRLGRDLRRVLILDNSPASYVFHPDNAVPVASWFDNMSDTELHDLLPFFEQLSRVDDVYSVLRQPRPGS
#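 System: truncated SCP-1 phosphatase (76-261aa); medium: Tris acetate buffer pH 5.5 with MgCl2 and Tween-20; incubation: 45 min room-temperature reaction, 5 min colour, 30 min stabiliser; compound: single 20 µM dose, 1% DMSO; reagent: Phosphorylated 17-residue peptide substrate; read-out: % inhibition at 20 µM; technique: colorimetric free-phosphate detection, absorbance 630 nm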
# Rpn11 inh – inhibitors of human proteasome Rpn11 | O00487 | human 26S proteasome, Ub4-pepOG fluorescence polarization; 20S core pre-blocked with epoxomicin | calls only at 20 µM | 360,000 tested, 0.59% active | AID 588493;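 active means inhibition at 20 µM, scaled to each plate's controls, above about 33%, limit read from the data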
# Tb MetRS inh – Trypanosoma brucei MetRS inhibition | purified T. brucei MetRS, ATP depletion, Kinase-Glo luminescence | inhibition, % at 11.9 µM | 360,000 tested, 0.4% active;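 active means inhibition above a per-plate cutoff of the control wells' mean inhibition plus 3 SD, cut at about 5.5% in these data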;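 further: 0% = DMSO wells median and 100% = median of wells with control inhibitor compound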
#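 Assay system: T. brucei methionyl-tRNA synthetase, purified | Medium: HEPES buffer with MgCl2, KCl, DTT, spermine, BSA, pyrophosphatase | Compound: 11.9 µM single point | Incubation: 15 min enzyme-compound preincubation, 2 h reaction, 10 min detection, 25 °C | Measured by: Kinase-Glo luciferase luminescence reporting remaining unconsumed ATP | Measure: % inhibition normalized to control-well medians | Replication: Singlicate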
# DNMT1 block – inhibitors of human DNMT1; inhibition (reported as % activation of signal), % at 10 µM; AID 588458; DNMT1 molecular beacon, Hinp1I cleavage, fluorescence; 360,000 tested, 0.83% active; in the data active means inhibition above about 50%
# CSN deneddyl inh – blocks human CSN-mediated cullin deneddylation; inhibition, % at 12.5 µM; Q92905; 360,000 tested, 0.38% active; Purified CSN, SCF-Nedd8-OG deneddylation, fluorescence polarization;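 active means pattern-corrected inhibition above about 35%, with an unprinted fluorescence ratio check between 0.5 and 1.5, limit read from the data, passing the limit was not always enough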;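 further: 0% = enzyme with substrate and 100% = substrate without enzyme; some results filed as inactive read as strong as hits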
# Target sequence (Q92905 whole entry, looked up, one chain of several): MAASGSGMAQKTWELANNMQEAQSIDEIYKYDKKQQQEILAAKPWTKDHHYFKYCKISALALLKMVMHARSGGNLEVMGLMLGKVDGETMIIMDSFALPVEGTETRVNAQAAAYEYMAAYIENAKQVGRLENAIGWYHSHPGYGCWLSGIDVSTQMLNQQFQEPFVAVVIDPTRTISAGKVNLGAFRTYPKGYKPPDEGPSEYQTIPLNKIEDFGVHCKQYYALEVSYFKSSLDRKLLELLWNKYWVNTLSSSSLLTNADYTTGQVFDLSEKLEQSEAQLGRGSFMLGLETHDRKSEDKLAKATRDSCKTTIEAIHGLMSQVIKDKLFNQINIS
#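 Assay system: HEK293T-derived human Csn5 enzyme; quantity: 0.24 nM enzyme; medium: Tris/NaCl/DTT buffer, pH 7.5; also added: substrate SCFSkp2-Nedd8OG, 10 nM; doses: 12.5 µM compound; schedule: 90 min reaction at room temperature; signal: FP; read-out: % inhibition of substrate cleavage by Csn5; benchmarks: substrate-only high control, full reaction low control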
# Numbers without * were called inactive; i = inactive; x = no result given. Random draw from the library. Share with any hit: about 3.9%.
Molecule | Tb MetRS inh | DNMT1 block | SUMO1 PPI mod | LMPTP inh | Scp1 inh | STEP block | MsrA inhibitor | Rpn11 inh | CSN deneddyl inh | NadD block
O=S(=O)(c1ccc(F)cc1)N1CN(Cc2ccco2)c2nc3ccccc3nc21 | -0.3 | 7 | 20 | 1.7 | 7 | 0 | 0.7 | i | -8 | 16
NC(=O)Cn1cc(/C=N\NS(=O)(=O)c2ccc(Cl)cc2)c2ccccc21 | -0.5 | -1 | -2 | 0.2 | -8 | -1 | -0.2 | i | 4 | 2
S=C(NCCC(c1ccccc1)c1ccccc1)Nc1cccc(Cl)c1 | -0.2 | -6 | 0 | 2.6 | -21 | -2 | 0.3 | i | 0 | -3
CCCCCCCCN1C(=O)[C@H](CC(=O)N2CCN(C(=O)c3ccco3)CC2)C[C@@]2(C(=O)OCC)CCCC=C12 | -0.5 | x | 2 | 2.5 | x | x | -1.5 | x | -6 | 2
C(=N\N1CCN(Cc2cccc3ccccc23)CC1)/c1cccnc1 | -0.1 | -7 | -3 | 1.0 | -2 | 2 | -0.6 | i | 0 | 7
CCOC(=O)C1CCN(C(=O)C(C)Oc2ccc(C(=O)c3ccccc3)cc2)CC1 (stereo not drawn) | 0.7 | -2 | 1 | -0.7 | -4 | -2 | -0.1 | i | -4 | -2
CC1(/[N+]([O-])=C/c2ccccc2F)CCCCC1=O (stereo not drawn) | 0.1 | -4 | 2 | -0.2 | -7 | -4 | -0.7 | i | -1 | 0
COc1ccc(C(=O)NCCS(=O)(=O)NCc2cccnc2)cc1 | -0.4 | 2 | -2 | -1.9 | -7 | -2 | 1.1 | i | -3 | -4
CCC1C(=O)CC(c2ccccc2)NC1c1ccccc1 (stereo not drawn) | -0.1 | -3 | 4 | 0.7 | -11 | -2 | 0.3 | i | -17 | -5
CCOC(=O)N1CCN(C(=O)CSc2nnc(-c3cccs3)o2)CC1 | -0.2 | -1 | -5 | -2.4 | -1 | -1 | -0.9 | i | -1 | -3
CCOC(=O)C1(CCOc2ccccc2)CCN(Cc2ccc(O)c(OC)c2)CC1 | 0.3 | -2 | 6 | 1.0 | -7 | -1 | -1.2 | i | -1 | -9
CCOc1ccc(C(=O)Nc2cc(-c3nc4ccccc4[nH]3)ccc2Cl)cc1[N+](=O)[O-] | 7.7* | -13 | 18 | 1.9 | 7 | 54* | 1.9 | i | 111* | 34*
Cc1c(/C=C/C(=O)c2ccc(Cl)s2)cnn1C | 0.5 | 3 | -20 | -0.8 | -3 | -4 | 3.9 | i | 0 | 5
O=C(O)c1ccc(Cl)cc1Nc1nc2cc(Cl)ccc2o1 | -0.6 | -12 | 19 | 2.6 | -8 | -2 | 1.6 | i | 4 | -1
Cc1ccc2nc3c(cc2c1)c(NC(=O)c1cccnc1)nn3C | 0.3 | -1 | -14 | 0.3 | -3 | 1 | 0.5 | i | 7 | 9
COc1ccccc1CC(=O)Nc1ccc(S(=O)(=O)N2CCOCC2)cc1 | -1.1 | 1 | 8 | -0.2 | 3 | -4 | -0.6 | i | 2 | 0
CCOC(=O)/C(C(=O)Nc1ccccc1Cl)=C1/NC(C)(C)Cc2ccccc21 | -0.1 | -4 | -2 | -0.6 | -7 | 0 | 2.9 | i | 1 | -8
O=C(CSc1nccn(-c2ccc(Br)cc2)c1=O)Nc1ccccc1F | 0.2 | 11 | -6 | 1.3 | -2 | 2 | 0.1 | i | 3 | -1
O=C1CCc2cc(S(=O)(=O)Nc3ccccc3)ccc2N1 | 0.0 | 2 | 5 | -2.2 | -6 | 2 | -0.9 | i | 3 | 1
COc1ccc(S(=O)(=O)NC(CC(C)C)C(=O)NC(C)c2cccs2)cc1 (stereo not drawn) | -0.5 | -1 | 1 | -2.0 | -5 | -2 | -0.8 | i | -3 | 6

# Two entries from above, with values under each structure.
# Values run as follows: Tb MetRS inh | DNMT1 block | SUMO1 PPI mod | LMPTP inh | Scp1 inh | STEP block | MsrA inhibitor | Rpn11 inh | CSN deneddyl inh | NadD block
> CCOc1ccc(C(=O)Nc2cc(-c3nc4ccccc4[nH]3)ccc2Cl)cc1[N+](=O)[O-]
    7.7* | -13 | 18 | 1.9 | 7 | 54* | 1.9 | i | 111* | 34*
> Cc1c(/C=C/C(=O)c2ccc(Cl)s2)cnn1C
    0.5 | 3 | -20 | -0.8 | -3 | -4 | 3.9 | i | 0 | 5

# Following part.
Molecule | Tb MetRS inh | DNMT1 block | SUMO1 PPI mod | LMPTP inh | Scp1 inh | STEP block | MsrA inhibitor | Rpn11 inh | CSN deneddyl inh | NadD block
O=C(Nc1ccc(C(=O)O)cc1)/C(=C\c1ccc2c(c1)OCO2)NC(=O)c1ccccc1 | -1.4 | 7 | 0 | -1.0 | 3 | 6 | 3.9 | i | -2 | 0
O=C(Nc1cccc2ccccc12)/C(=C\c1cccc([N+](=O)[O-])c1)NC(=O)c1cccs1 | 1.9 | 2 | -4 | 0.2 | -8 | 3 | 1.9 | i | 4 | 11
Cc1ccc(S(=O)(=O)N(CC(O)CN2C(=O)NC(C)(C)C2=O)c2cccc(C)c2)cc1 (stereo not drawn) | 0.1 | 2 | 0 | -0.1 | -9 | -2 | -0.9 | i | 7 | -6
COC(=O)C/C(C)=N/Nc1ccc(S(=O)(=O)N2CCCC2)cc1[N+](=O)[O-] | 0.1 | 0 | -21 | 0.1 | -6 | 1 | 1.5 | i | 1 | -1

# Single entries from the list:
# SUMO1 PPI mod, O=C(O)c1ccc(Cl)cc1Nc1nc2cc(Cl)ccc2o1 is entered as 19
# Scp1 inh, CCOC(=O)N1CCN(C(=O)CSc2nnc(-c3cccs3)o2)CC1 is entered as -1
# Tb MetRS inh, O=C1CCc2cc(S(=O)(=O)Nc3ccccc3)ccc2N1 is entered as 0.0
# STEP block, Cc1ccc(S(=O)(=O)N(CC(O)CN2C(=O)NC(C)(C)C2=O)c2cccc(C)c2)cc1 (stereo not drawn) is entered as -2
# CSN deneddyl inh, C(=N\N1CCN(Cc2cccc3ccccc23)CC1)/c1cccnc1 is entered as 0

# Three entries from above, arranged by the number in MsrA inhibitor, largest number first.
molecule	DNMT1 block	SUMO1 PPI mod	LMPTP inh	Scp1 inh	STEP block	MsrA inhibitor	Rpn11 inh	CSN deneddyl inh	NadD block
O=C(Nc1ccc(C(=O)O)cc1)/C(=C\c1ccc2c(c1)OCO2)NC(=O)c1ccccc1	7	0	-1.0	3	6	3.9	i	-2	0
COC(=O)C/C(C)=N/Nc1ccc(S(=O)(=O)N2CCCC2)cc1[N+](=O)[O-]	0	-21	0.1	-6	1	1.5	i	1	-1
Cc1ccc(S(=O)(=O)N(CC(O)CN2C(=O)NC(C)(C)C2=O)c2cccc(C)c2)cc1 (stereo not drawn)	2	0	-0.1	-9	-2	-0.9	i	7	-6
